# POLH inh: inhibitors of human DNA polymerase eta | actives 1.2% (n = 390,000) | Potency, µM (titrated, usually from 114 µM), inactives show top-dose activity change, negative = inhibition, actives largely listed as inhibitors | recombinant Pol eta, fluorescent DNA replication assay | AID 588591; also: potency is read from the fitted curve at half-maximal effect; % is scaled to controls: 0 for no effect and ±100 for the full control effect
#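 Pol eta (10 nM) was preincubated with compounds for 15 min at room temperature, after which fluorescent replication substrate (50 nM final) was added to start the reaction. Fluorescence was read kinetically at 0 and 10 min.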
# BLM helicase inh: blocks DNA unwinding by human BLM helicase; AID 2528; Potency, µM (series often up to 56.1 µM), inactives show top-dose activity change, negative = inhibition, most hits filed as inhibitors; actives 0.2% (n = 350,000); recombinant BLM DNA unwinding, fluorescence dequenching;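 also: potency is read from the fitted curve at half-maximal effect; plate controls were vehicle for no effect and no enzyme for full effect; nearly all actives have a fitted effect of over 35% in size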
# POLB inh: inhibitors of human DNA polymerase beta. P06746. Potency, µM (titrated, usually from 114 µM), for the others: at the highest dose activity change, negative = inhibition, hits mostly inhibitors. actives 1.3% (n = 340,000). Pol beta primer extension/strand displacement, fluorescence kinetic; also: potency is read from the fitted curve at half-maximal effect; % is scaled to controls: 0 for no effect and ±100 for the full control effect
#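 Enzyme-only controls used 10 nM Pol beta; buffer lacking enzyme served as negative control. Compound preincubated 15 min, then 50 nM substrate added; 0 and 10 min reads at room temperature.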
# POLI inh: DNA polymerase iota (human) inhibition. AID 588590. Pol iota fluorescent replication assay, 10 min. Potency, µM (highest dose often 115 µM), for the others: top-dose activity, negative = inhibition, actives largely listed as inhibitors. actives 1% (n = 390,000); also: potency is read from the fitted curve at half-maximal effect
#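 Pol iota at 10 nM preincubated 15 min with compounds at room temperature; reaction started with fluorescent substrate, 50 nM final. Fluorescence read kinetically at 0 and 10 min; buffer-only wells as negative control.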
# Anesthetic bind: candidate novel general anesthetic via apoferritin binding; P02791; apoferritin/1-aminoanthracene competitive binding, fluorescence; Potency, µM (series often up to 77.5 µM), without a hit: top-dose activity change, negative = displacement, most hits filed as inhibitors; actives 0.074% (n = 350,000); AID 485281; also: potency is read from the fitted curve at half-maximal effect; % is scaled to controls: 0 for no effect and ±100 for the full control effect; nearly all actives have a fitted effect of over 20% in size
# Target sequence (P02791 2-175 limits assumed): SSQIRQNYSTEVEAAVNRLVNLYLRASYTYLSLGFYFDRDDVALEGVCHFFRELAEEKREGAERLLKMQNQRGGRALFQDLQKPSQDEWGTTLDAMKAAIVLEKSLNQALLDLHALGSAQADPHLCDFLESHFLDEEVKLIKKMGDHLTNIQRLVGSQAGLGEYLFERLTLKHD
#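 Apoferritin-based anesthetic binding model; compound displacement of fluorescent 1-AMA measured as endpoint fluorescence after 10 minutes at room temperature, scaled to free-ligand and complex controls.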
# POLK inh: inhibitors of human DNA polymerase kappa; purified Pol kappa, fluorescent DNA synthesis assay, 10 min; actives 0.53% (n = 400,000); Potency, µM (series often up to 107 µM), inactives show at the highest dose activity, negative = inhibition, actives largely listed as inhibitors; also: potency is read from the fitted curve at half-maximal effect; % is scaled to controls: 0 for no effect and ±100 for the full control effect
# Target sequence (Q9UBT6 whole entry, looked up): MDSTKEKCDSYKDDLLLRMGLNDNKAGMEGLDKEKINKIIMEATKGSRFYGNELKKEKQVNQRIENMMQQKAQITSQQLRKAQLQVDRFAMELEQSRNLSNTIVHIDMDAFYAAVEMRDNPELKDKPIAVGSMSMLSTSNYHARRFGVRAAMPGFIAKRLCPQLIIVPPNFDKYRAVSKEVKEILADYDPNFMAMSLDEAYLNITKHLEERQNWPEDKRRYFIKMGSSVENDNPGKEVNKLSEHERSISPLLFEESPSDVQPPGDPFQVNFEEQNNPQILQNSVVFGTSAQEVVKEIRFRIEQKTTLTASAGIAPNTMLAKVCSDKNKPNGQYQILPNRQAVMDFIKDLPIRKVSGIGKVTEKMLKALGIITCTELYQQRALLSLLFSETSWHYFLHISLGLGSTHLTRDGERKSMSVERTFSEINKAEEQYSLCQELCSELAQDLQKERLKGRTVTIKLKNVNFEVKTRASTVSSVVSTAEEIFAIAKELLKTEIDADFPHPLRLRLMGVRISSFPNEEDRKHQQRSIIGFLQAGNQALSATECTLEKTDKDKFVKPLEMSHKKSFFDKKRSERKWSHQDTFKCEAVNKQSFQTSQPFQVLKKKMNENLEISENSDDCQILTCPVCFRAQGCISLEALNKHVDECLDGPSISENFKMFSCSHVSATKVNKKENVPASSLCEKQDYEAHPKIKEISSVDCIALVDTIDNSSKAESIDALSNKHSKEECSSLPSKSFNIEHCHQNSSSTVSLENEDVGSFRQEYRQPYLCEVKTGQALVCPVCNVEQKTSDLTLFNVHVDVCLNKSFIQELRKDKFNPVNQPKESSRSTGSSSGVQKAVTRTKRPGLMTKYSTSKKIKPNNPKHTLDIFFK
#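 50 nM final substrate added after 15 min RT preincubation of 10 nM Pol kappa with compound; fluorescence read at 0 and 10 min.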
# LDHA block: inhibitors of human lactate dehydrogenase A | P00338 | purified LDHA, NADH/diaphorase-resazurin fluorescence; hits give low values | activity change, % (values are at about 110 or 230 µM) | actives 0.15% (n = 480,000) | AID 1347041; in the data active = activity change below about -30%; inconclusive = mostly about -25% to -30%;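 also: plate controls were DMSO wells for no effect and wells without enzyme for full effect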
#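 LDH5 2 nM; NADH 0.06 mM, pyruvate 0.2 mM; 200 mM Tris pH 7.4, EDTA, Tween-20; 5 min RT. Detection: diaphorase 0.133 mg/mL + resazurin 37 µM, fluorescence ex540/em590 at 0 and 20 min; normalized to enzyme-free and DMSO wells.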
# APE1 inh: inhibitors of human APE1 endonuclease. P27695. recombinant APE1, TAMRA/BHQ-2 abasic DNA cleavage fluorescence. actives 0.35% (n = 350,000). Potency, µM (highest dose often 65.8 µM), for the others: at the highest dose activity change, negative = inhibition, usual class: inhibitors;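 also: potency is read from the fitted curve at half-maximal effect; plate controls were vehicle for no effect and reference inhibitor for full effect; nearly all actives have a fitted effect of over 55% in size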
#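 APE1 at 0.75 nM preincubated 15 min at room temperature with compound. Reaction then started with 50 nM double-stranded THF-abasic substrate labelled with TAMRA/BHQ-2, and 525/598 nm fluorescence read kinetically. Activity taken as third-minus-first read difference, normalized to DMSO and NSC13755 controls.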
# Glioma ERSR ind: inducers of ER stress response in human glioma cells. U87-MG GRP78 promoter luciferase reporter, 16 h. Potency, µM, for the others: top-dose activation, hits mostly activators. actives 0.02% (n = 420,000). AID 602332; also: potency is read from the fitted curve at half-maximal effect; series mostly up to about 76 µM; % of control where 0% means no effect; nearly all actives have a fitted effect of over 35% in size
#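 ERSR induction read as luciferase luminescence (Bright-Glo, 10 min at room temperature) in stably transfected human U87-MG glioma cells exposed to compounds for 16 h, using GRP78 as sensor.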
# The depositor's hits bear a star; ? = inconclusive; . = not tested or not shown; & = joins results of further samples; [ ] = dose if it differs, or a comment. Unless noted, calls follow the shape of the dose curve; as a rule, active = well fitted curve in the direction sought with a large enough effect; inconclusive = small, poorly fitted or top-dose-only effect, or another doubt; inactive = no such curve, though single readings can be large; an effect the other way counts as inactive or inconclusive.
SMILES,POLH inh,BLM helicase inh,POLB inh,POLI inh,Anesthetic bind,POLK inh,LDHA block,APE1 inh,Glioma ERSR ind
CCc1ccc(N/C(N)=N/c2nc(CSc3ccccn3)cc(=O)[nH]2)cc1,-22%,2%,-15%,15%,-9%,-5%,-10,0%,-2%
CCc1nc2ccccc2c(C(=O)OCC(=O)Nc2cccc(S(=O)(=O)NC3=NCCCCC3)c2)c1C,-24%,-10%,1%,13%,-12%,-11%,-5,-5%,-8%
COc1cccc(Cc2nc3ccccc3nc2SCC(=O)Nc2ccccc2F)c1,-6%,-3%,11%,13%,56%[activator],-14%[60.1 µM],-8,.,-3%
CCOCCCNC(=O)C(c1ccc(Cl)cc1)N(Cc1ccc2c(c1)OCO2)C(=O)CNC(C)=O (configuration not stated),-1%,0%,10%,109%[activator],-5%,6%,-10,-5%,-6%
CCOC(=O)c1cc(C)sc1NC(=O)CSc1nccn1C,-10%,-2%,-3%,15%,-11%,-4%,-1,11%,-5%
Cc1c(C(=O)N2CCCCC2)sc(NC(=O)c2ccco2)c1C#N,-8%,5%,24%,?,-6%,2%,-2,-2%,0%
COc1ccccc1CNC(=O)N1CCN(S(=O)(=O)c2ccc(C)cc2)CC1,-4%,2%,46%,89%[activator],2%,-7%,-6,-28%,-5%
COc1ccc([C@H]2CC(=O)C=C(c3cccc4c3Oc3ccccc3S4)C2)cc1OC,-25%,.,.,16%,.,1%,0,18%,-4%
COc1cc2c(cc1OC)C(c1ccccc1C)CC(=O)N2 (configuration not stated),-11%,-1%,-11%,-1%,-1%,-8%,-1,-1%,-1%
Cc1ccc(NC(=O)CSc2ncccn2)cc1S(=O)(=O)N1CCCCC1,-8%,.,.,13%,.,-3%,-8,8%,-4%
CCC(=O)N1CCc2cc(S(=O)(=O)N3CCc4ccccc43)ccc21,-17%,1%,3%,17%,-8%,1%,3,-4%,0%
O=C(Nc1cccnc1Cl)c1ccc(Cl)cc1,-3%,0%,-1%,14%,-5%,-13%,-8,16%,3%
CCOc1ccc(NC(=O)Cn2c(=O)c(CNc3ccc(CC)cc3)cc3cc4c(cc32)OCO4)cc1,-16%,-1%,0%,13%,-10%,9%,2,.,0%
CCN(CC)C(=O)c1sc2c(c1C)c(=O)n(-c1ccccc1)c(=O)n2Cc1cc(=O)n2ccccc2n1,-20%,-1%,-1%,20%,-7%,-6%[60.1 µM],-3,.,-2%
O=C(COC(=O)c1ccccc1SCC(=O)N1CCCC1)Nc1ccccc1OC(F)F,-10%,.,.,28%,.,-2%,-8,6%,-3%
Cc1cccc(C(=O)n2nc(-c3cccnc3)nc2NCc2ccc(F)cc2)c1,-2%,-2%,-1%,4%,-18%,-4%,-7,.,-1%
O=c1c2c(O)cc(O)cc2oc2c(O)ccc(O[C@H]3O[C@@H](CO)[C@H](O)[C@@H](O)[C@@H]3O)c12,7%,.,.,?,.,?,9,1%,-3%
COc1cc(/C=C/C(=O)NNc2c(F)c(F)cc(F)c2F)ccc1OC(F)F,-13%,-7%,1%,8%,?,4%,-5,2%,-1%
Cc1ccccc1Cn1c(COc2ccc(Cl)cc2)nc2ccccc21,.,-5%,0%,-1%,21%,5%,1,.,.
CCCCn1c(N)c(N(CCC(C)C)C(=O)c2cc(S(=O)(=O)N3CCOCC3)ccc2F)c(=O)[nH]c1=O,-2%,.,.,21%,.,-13%,-3,-12%,-4%
O=C(NNS(=O)(=O)c1ccc(C(F)(F)F)cc1)c1cnn(-c2ccccc2)c1C(F)(F)F,-16%,-7%,23%,19%,-5%,9%,2,-5%,5%
CC(=O)N1CCN(c2ccc(S(=O)(=O)N3CCCCC3)cn2)CC1,3%,1%,10%,1%,37%,-10%,0,-7%,0%
Cc1nn(C)c(C)c1NC(=O)CSc1nc(-c2ccccc2Cl)nc2c1cnn2-c1ccccc1,-1%,-8%,?,?,-9%,-10%,-2,3%,-4%
Cc1ccc(C)c(S(=O)(=O)Nc2ccc(C(=O)N3CCC3)cc2)c1,-21%,.,.,33%[activator],.,-21%,-7,21%,2%
CCOC(=O)C1=C(CS(=O)(=O)c2ccc(C(C)(C)C)cc2)NC(=O)NC1c1cccc(OC)c1 (configuration not stated),-5%,-5%,0%,?,78%[activator],-7%,3,.,-2%

# Copied from the list.
# Reading of `Cc1ccccc1Cn1c(COc2ccc(Cl)cc2)nc2ccccc21` under BLM helicase inh: -5%
# Reading of `CCC(=O)N1CCc2cc(S(=O)(=O)N3CCc4ccccc43)ccc21` under LDHA block: 3

# (continued)
SMILES,POLH inh,BLM helicase inh,POLB inh,POLI inh,Anesthetic bind,POLK inh,LDHA block,APE1 inh,Glioma ERSR ind
O=C(/C=C/C#Cc1cccc(NS(=O)(=O)c2ccccc2)c1)NO,.,6%,.,.,-12%,-6%[60.1 µM],.,-2%,?
Cc1ccc(COC(=O)c2[nH]c3c(c2C)C(=O)CC(c2ccc(Cl)cc2)C3)cc1 (configuration not stated),-15%,-3%,-1%,15%,2%,-21%,1,.,-2%
O=C1[C@@H]2Cc3c([nH]c4ccccc34)CN2C(=O)CN1CCCCCO,-2%,-2%,0%,2%,16%,-26%,1,53%[activator],?
CCCN1C(=S)SC(C)(C)C1/[N+]([O-])=C/c1cccnc1 (configuration not stated),3%,-9%,15%,5%,-3%,-11%,0,?,-3%
CCOc1ccc(C2C(C(=O)c3ccc(C)o3)=C(O)C(=O)N2c2nc(C)c(C(=O)OC)s2)cc1 (configuration not stated),-4%,-14%,29%,?,-7%,-25%,0,-26%,4%
CN(CC(=O)Nc1cccc(F)c1)C(=O)c1cc(=O)[nH]c2ccccc12,5%,.,.,9%,.,-13%,0,-6%,-2%
Cc1ccc(CN2CCCC(CO)(Cc3ccccc3C)C2)s1 (configuration not stated),-19%,-2%,-23%,16%,8%,9%,3,-3%,-1%
CCn1c(CNC(=O)c2ccco2)nnc1SCC(=O)Nc1cc(C)c(C)cc1Br,-10%,1%,16%,1%,?,-10%,-6,0%,-3%
CCOCCCn1c(=N)c(C(=O)NC2CCCC2)cc2c(=O)n3cc(C)ccc3nc21,-13%,3%,14%,8%,65%[activator],-4%,-4,.,-5%
COc1ccc(OC)c(NC(=O)CSc2nnc(CCCO)n2-c2ccccc2)c1,-11%,-6%,3%,-4%[58.9 µM],3%,-7%,-7,-2%,-1%
CCOC(=O)/C(=C\c1ccccc1)NC(=O)c1ccccc1,-6%,-2%,12%,2%,-2%,-11%,-5,4%,1%
CCOc1ccc(OC(=O)NC(c2ccccc2)C(Cl)(Cl)Cl)cc1 (configuration not stated),-5%,-18%,10%,13%,?,1%,-4,15%,-7%
Nn1cnc2c([nH]c3ccccc32)c1=O,-14%,-8%,68%,7%,37%[activator],-15%,-11,2%,-1%
O=[N+]([O-])c1ccc(Nc2nccc(Cl)n2)cc1,-15%,.,.,46%[activator],.,-12%,-7,.,15%
O=C(Nc1cccc2cccnc12)c1ccc(Cl)cc1,-13%,-10%,17%,68%[activator],-15%,-5%,-2&11,-14%,6%
CCOc1ccc(CNC(=O)c2cccc(NC(=O)N3CCSc4ncccc43)c2)cc1,-19%,-3%,9%,29%,?,3%,4,.,0%
CC(OC(=O)c1ccccc1N1C(=O)C2C3CCC(C3)C2C1=O)C(=O)c1ccccc1 (configuration not stated),-12%,-4%,1%,1%,?,-10%,-6,-3%,-1%
C/C(=N\OC(=O)Nc1ccccc1)c1ccc(C)cc1,-26%,.,.,13%,.,-3%,-1,.,2%
Cc1cc(Br)c(OCc2ccc(C(=O)N/N=C3\CC4CC=CC34)cc2)c(Br)c1 (configuration not stated),-13%,-4%,-1%,83%[activator],0%,-1%,-1,-3%,-1%
CCCC(=O)NCc1nc2cccnc2n1Cc1ccc(F)cc1,-15%,-1%,17%,8%,-8%,-4%[60.1 µM],3,.,-3%
COc1cccc(CNc2ncc(-c3ccc(Br)cc3)n2C)c1,-10%,-7%,?,?,9%,0%[60.1 µM],-13,.,-4%
CCn1c(CN2CCN(c3ccc(OC)cc3)CC2)nc2cc(S(=O)(=O)N(C)C)ccc21,-10%,1%,54%,41%[activator],-6%,-1%,2,-13%,2%
COc1ccccc1CNC(=O)C1CCN(S(=O)(=O)c2c(C)noc2C)CC1,7%,1%,43%,28%,-13%,4%,-1,12%,-5%
CCCc1cc(CN2CCOCC2)c(O)c(CN2CCOCC2)c1O,-13%,.,.,-14%,.,-15%,15,.,-14%
COc1cc(C2CC(C(F)(F)F)n3ncc(C(=O)O)c3N2)cc(OC)c1OC (configuration not stated),-15%,-4%,1%,27%,-5%,-6%,0,-4%,-3%
SMILES,POLH inh,BLM helicase inh,POLB inh,POLI inh,Anesthetic bind,POLK inh,LDHA block,APE1 inh,Glioma ERSR ind
CS(=O)(=O)c1ccc(-c2nc(-c3ccc(F)cc3)c(-c3ccncc3)[nH]2)cc1,.,.,.,.,-6%,4%[19.4 µM],.,-3%,-3%
NS(=O)(=O)c1ccc(NC(=O)CSc2nnc(-c3ccc(O)cc3)o2)cc1,-1%,-3%,-1%,13%,-2%,-14%,?,9%,5%
O=C(c1ccc(N2CCCC2)c([N+](=O)[O-])c1)N1CCc2ccccc2C1,-21%,.,.,-5%,.,0%,4,-5%,6%
Cc1ccc(F)cc1NC(=O)CSCc1nc2sc(C)c(C)c2c(=O)[nH]1,1%,.,.,16%,.,-16%,-1,47%[activator],-4%
COc1ccc(Nc2c[nH]c(=O)[nH]c2=O)cc1,-15%,.,.,5%,.,1%,1,.,-3%
Cc1cc(Cl)ccc1OCC(=O)Nn1c(C)ccc1C,-12%,-19%,6%,?,7%,0%,7,10%,-3%
Cc1cccc(-n2c(C)cc(/C=N/n3cnnc3)c2C)c1,-18%,-4%,13%,0%,?,1%,4,-5%,-4%
CC(C)C(NC(=O)c1cccc(S(=O)(=O)N2CCOCC2)c1)C(=O)NCCc1ccccn1 (configuration not stated),10%,0%,-16%,9%,11%,-6%,-1,-4%,-3%

# Assay outcomes from PubChem.

# Only part of the results is shown. The share of hits here may be higher or lower than overall.
